PLAP activator: activates human placental alkaline phosphatase; P05187; activation fold at 20 µM; hit rate 1.2% among 96,000; purified PLAP enzyme, luminescent substrate read-out; hits give high values; in the data active means activation fold above about 2
Target sequence (P05187 whole entry, looked up): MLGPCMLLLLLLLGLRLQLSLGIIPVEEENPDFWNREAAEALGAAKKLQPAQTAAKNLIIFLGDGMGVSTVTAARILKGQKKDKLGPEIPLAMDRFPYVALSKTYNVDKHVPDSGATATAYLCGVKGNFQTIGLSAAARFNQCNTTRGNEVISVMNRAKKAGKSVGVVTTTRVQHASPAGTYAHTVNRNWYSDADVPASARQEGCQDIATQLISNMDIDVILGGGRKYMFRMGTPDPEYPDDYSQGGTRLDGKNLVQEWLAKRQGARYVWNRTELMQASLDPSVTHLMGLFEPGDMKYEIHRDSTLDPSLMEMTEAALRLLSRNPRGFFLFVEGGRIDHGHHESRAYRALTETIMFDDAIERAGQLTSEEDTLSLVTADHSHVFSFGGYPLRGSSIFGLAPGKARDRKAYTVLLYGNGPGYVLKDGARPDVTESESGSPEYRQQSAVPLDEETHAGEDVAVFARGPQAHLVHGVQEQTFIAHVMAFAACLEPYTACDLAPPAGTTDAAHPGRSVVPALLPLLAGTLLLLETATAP
Mac1 fbg enh: increases human CD11b/CD18 adhesion to fibrinogen | activation, % at 10 µM | K562 CD11b/CD18 adhesion to fibrinogen, ATPlite luminescence | P05107+P11215 | hit rate 0.07% among 93,000;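 active means 10 µM primary screen giving 50% or more activity, confirmed by 40% or more on retest at that dose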; further: strong numbers were not always called active; reference of the scale not given here
MT1-MMP txn act: MT1-MMP promoter transcription activation; HT1080 MT1-MMP promoter luciferase reporter, luminescence, overnight; hits give high values; activation factor at 10 µM; hit rate 0.16% among 86,000; AID 750;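 active means activation factor of at least 2 for MT1-MMP transcription at 10 µM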
CYP2C9 inhib: blocks human cytochrome P450 2C9. CYP2C9 Supersomes, luciferin-H conversion, luminescence. inhibition, % at 5 µM. AID 777. hit rate 20% among 96,000. P11712;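 active means blocking of liver enzyme CYP2C9 beyond about 50% at 5 µM, limit read from the data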; further: values of inactives mirror those of a sister screen read the other way
Target sequence (P11712 whole entry, looked up): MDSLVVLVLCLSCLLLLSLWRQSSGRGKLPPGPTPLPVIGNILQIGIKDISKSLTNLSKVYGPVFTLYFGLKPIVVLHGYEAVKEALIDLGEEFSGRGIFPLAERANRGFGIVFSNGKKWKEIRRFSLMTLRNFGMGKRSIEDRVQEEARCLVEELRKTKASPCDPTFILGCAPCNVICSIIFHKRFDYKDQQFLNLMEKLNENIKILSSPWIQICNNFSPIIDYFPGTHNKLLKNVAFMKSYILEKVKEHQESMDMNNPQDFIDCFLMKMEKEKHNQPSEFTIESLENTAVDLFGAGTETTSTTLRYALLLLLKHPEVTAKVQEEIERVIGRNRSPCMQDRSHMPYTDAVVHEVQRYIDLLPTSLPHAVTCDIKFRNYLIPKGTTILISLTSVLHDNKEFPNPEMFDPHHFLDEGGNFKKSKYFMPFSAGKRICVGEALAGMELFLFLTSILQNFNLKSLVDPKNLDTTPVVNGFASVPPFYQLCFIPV
CD11b adhes inh: inhibitors of human CD11b/CD18 binding to fibrinogen; K562 CD11b/CD18 adhesion to fibrinogen, ATPlite luminescence; Mn2+ added to activate the integrin; inhibition, % at 10 µM; hit rate 0.54% among 93,000; AID 1497;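 active means primary inhibition of 50% or more at 10 µM, then 40% or more on retest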; further: some results filed as inactive read as strong as hits
CYP2C19 inh: human CYP2C19 inhibition. inhibition, % at 5 µM. CYP2C19 Supersomes, luciferin-H EGE luminescence, 30 min. P33261. hit rate 21% among 96,000. AID 778;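 active means CYP2C19 inhibition above a set limit at 5 µM in the primary screen, cut at about 50% in these data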;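 further: plate controls were negative control wells for no effect and 2.5 mM tranylcypromine positive control for full effect; values of inactives mirror those of a sister screen read the other way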
PTK2B oligo ant: Pyk2 (human) oligomerization antagonism | Q293 cells, Pyk2 FERM NanoBiT luminescence; hits give low values | z-score (the deposit names both 25 µM and 10 µM) | hit rate 0.83% among 99,000;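 active means Z-score of -3 or lower, scaled per plate to the spread of control and sample wells; inactive means z-score above -3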;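 further: negative z-score means lost luminescence so less FERM oligomerization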
CYP2C19 act: activators of human cytochrome P450 2C19; AID 1025; activation factor at 5 µM; P33261; 96,000 tested, under 10 active; recombinant CYP2C19, luciferin-H EGE luminescence; hits give high values; 0 = fully inhibited enzyme, 1 = untreated enzyme;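 active means activation factor of at least 2 at 5 µM in the primary screen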;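 further: 0 = wells with 2.5 mM tranylcypromine and 1 = vehicle-only wells; values of inactives mirror those of a sister screen read the other way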
CYP2C9 activ: increases human cytochrome P450 2C9 activity; P11712; recombinant CYP2C9, luciferin-H conversion, luminescence; hits give high values; factor 1 = untreated enzyme, 0 = blocked; activation factor at 5 µM; hit rate 1.4% among 96,000; AID 1024;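 active means activation factor of 2 or more for CYP2C9 at a 5 µM dose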;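 further: 0 = sulfaphenazole-blocked wells and 1 = vehicle-only wells; values of inactives mirror those of a sister screen read the other way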
Starred values were filed as active, the others as inactive; x = not tested or not shown.

Second line of a record: PLAP activator, Mac1 fbg enh, MT1-MMP txn act, CYP2C9 inhib, CD11b adhes inh, CYP2C19 inh, PTK2B oligo ant, CYP2C19 act, CYP2C9 activ
Cc1nc(NC(=O)CN(C)S(=O)(=O)c2ccc(Cl)cc2)sc1C
→ 0.9, -1, 0.9, 61*, -5, 63*, -1.9, 0.4, 0.4
CC(C)NS(=O)(=O)c1ccc(OCC(=O)NCc2cccnc2)cc1
→ 0.9, 1, 1.1, 45, 1, 10, 0.71, 0.9, 0.5
CSc1nc2sc3c(c2c2nnnn12)CCC3
→ 1, 3, 1.1, 11, 10, 62*, x, 0.4, 0.9
Cc1c(N/C=C/C(=O)c2ccc(Cl)cc2)c(=O)n(-c2ccccc2)n1C
→ 0.7, -2, 1, 11, -24, 18, -0.04, 0.8, 0.9
CC1Cc2ccccc2N1C(=O)CSc1nnnn1C(C)C (centres undefined)
→ 1.4, x, 1.3, 52*, x, 40, 0.36, 0.6, 0.5
Cc1cc(Br)ccc1NC(=O)CN1C(=O)C2C3CC(c4ccccc4)C(C3)C2C1=O (centres undefined)
→ 1.2, x, x, 68*, x, 35, -1.4, 0.7, 0.3
COc1ccc(N2C(=O)CC(N3CCC(O)(c4ccc(Cl)cc4)CC3)C2=O)cc1 (centres undefined)
→ 1.3, 2, 1, -21, -14, -4, -0.04, 1, 1.2
O=S(=O)(NCc1ccc(Cl)cc1)c1ccc(Cl)nc1
→ 0.8, x, x, 17, x, 90*, 1.1, 0.1, 0.8
O=C1C2C(C(=O)N1Cc1cccnc1)C1C=CC2C12CC2 (centres undefined)
→ 1.1, 2, 1.3, -1, 9, 66*, -0.26, 0.3, 1
O=C(c1cnn2c(C(F)(F)F)cc(-c3ccc4c(c3)OCO4)nc12)N1CCCC1
→ 0.9, -4, 1, 31, 4, 13, -1, 0.9, 0.7
CCOc1cccc(OCCCCn2ccnc2)c1
→ 0.9, x, 1, 89*, x, 99*, -0.2, 0, 0.1
C=CCn1c(COc2cccc3cccnc23)nnc1SCC(=O)O
→ 1.2, 17, 1.1, -6, -4, -9, 0.87, 1.1, 1.1
O=C(c1cccs1)n1cc(C(=S)N2CCOCC2)c2ccccc21
→ 0.9, -4, x, 12, -3, 68*, -0.68, 0.3, 0.9
Cc1cnc(C(=O)OCC(=O)N2CCN(C(=O)c3ccco3)CC2)cn1
→ 1, -5, 1.1, -2, -2, 1, 0.19, 1, 1
COc1ccc(OC)c(NC(=O)C2COc3ccccc3O2)c1 (centres undefined)
→ 1, -1, 1.2, 16, -9, 67*, -0.71, 0.3, 0.8
Cc1ccc(NC(=O)C2C3CCCC2C3c2ccccc2)cc1C (centres undefined)
→ 0.9, 2, x, 4, 2, 23, 0.47, 0.8, 1
Cn1c(=O)n(C)c2cc(/C=C3/NC(=O)N(Cc4ccccc4)C3=O)ccc21
→ 1, 1, x, 12, -5, -5, -0.87, 1, 0.9
CCCOc1ccc(/C=N/O)cc1
→ 0.8, x, 1.2, -4, x, 33, 0.76, 0.7, 1
CCC(=O)NCC(c1cccs1)N1CCOCC1 (centres undefined)
→ 1.1, -5, 1.1, -1, -2, 40, -0.03, 0.6, 1
O=C(Nc1cccn2ncnc12)c1ccc(Cl)cc1Cl
→ 1, 9, x, -52, -3, 7, -0.38, 0.9, 1.5

Two compounds drawn at random from those above, as already listed:
Second line of a record: PLAP activator, Mac1 fbg enh, MT1-MMP txn act, CYP2C9 inhib, CD11b adhes inh, CYP2C19 inh, PTK2B oligo ant, CYP2C19 act, CYP2C9 activ
Cc1cc(Br)ccc1NC(=O)CN1C(=O)C2C3CC(c4ccccc4)C(C3)C2C1=O (centres undefined)
→ 1.2, x, x, 68*, x, 35, -1.4, 0.7, 0.3
C=CCn1c(COc2cccc3cccnc23)nnc1SCC(=O)O
→ 1.2, 17, 1.1, -6, -4, -9, 0.87, 1.1, 1.1

Next section:
Second line of a record: PLAP activator, Mac1 fbg enh, MT1-MMP txn act, CYP2C9 inhib, CD11b adhes inh, CYP2C19 inh, PTK2B oligo ant, CYP2C19 act, CYP2C9 activ
O=C(NCC1CCCO1)C1CCN(C(=O)c2ccc(Br)cc2)CC1 (centres undefined)
→ 1.1, 7, 1, -5, -9, 14, -0.38, 0.9, 1.1
CNc1nc(C)cc(C)c1S(=O)(=O)c1ccc(C)cc1
→ 1, x, x, -261, x, 82*, -0.55, 0.2, 3.6*
COc1ccc(N/C=C2\CCOC2=O)cc1
→ 0.8, 6, 1.2, 5, 5, 16, 0.23, 0.8, 0.9
CCOc1ccc(S(=O)(=O)N(C)C)cc1-c1nc2c(C(C)(C)C)nn(C)c2c(=O)[nH]1
→ 0.8, -3, 1.1, 20, -1, -6, 0.19, 1.1, 0.8
Clc1ccc(CSc2nnc(-c3ccc4c(c3)OCO4)o2)cc1
→ 0.7, -3, x, 50*, -3, 21, -0.19, 0.8, 0.5
COc1ccc(-n2cnnc2SCC(=O)NCc2cccs2)cc1
→ 0.8, -7, 1.4, 10, -7, 11, 0.38, 0.9, 0.9
Cc1cccc(/C=C2\CS/C(=C\c3cccc(C)c3)C2=O)c1
→ 0.9, -1, 1.2, -28, 3, 1, -0.44, 1, 1.3
CCOc1ncccc1C(=O)OCC(=O)c1ccc[nH]1
→ 1.4, -3, 1.1, 6, -8, 42, 0.11, 0.6, 0.9
CCOc1ccc2nc(NC(=O)CSc3nnnn3C3CCCCC3)sc2c1
→ 0.9, -2, 1.3, 44, 39, 8, -0.71, 0.9, 0.6
O=C(Nc1ccccc1N1CCOCC1)c1ccc2ccccc2n1
→ 1, 0, 1.5, 39, 2, 39, -3.6*, 0.6, 0.6
O=C(OCCCN1CCCC1)C1(c2ccccc2)CCCC1
→ 1, 22, 0.9, -14, -30, 0, 1.5, 1, 1.1
O=C(N/N=C/c1ccncc1)/C(=C/c1ccccc1)NC(=O)c1ccccc1
→ 1.4, -2, x, 79*, -50, 51*, 0, 0.5, 0.2
CC1(C)Cc2c(C#N)c(OCC(=O)c3ccc(Cl)cc3)nc(-c3ccco3)c2CO1
→ 0.8, 51, 1, 18, -33, 59*, -0.03, 0.4, 0.8
COc1ccccc1-n1c(SC)nc(O)cc1=O
→ 1, -6, 1.1, 2, 2, 3, x, 1, 1
Cn1c(=O)cc(SCC(=O)NCCN2CCN(c3ccccc3F)CC2)c2cc(Cl)ccc21
→ 1.4, x, 1, -14, x, 33, -0.12, 0.7, 1.1
O=C(CN1C(=O)c2ccccc2S1(=O)=O)NCCSc1ccccc1
→ 1.2, -2, 1, 64*, -7, 79*, -0.06, 0.2, 0.4
CCCCOc1ccc(S(=O)(=O)N2CCCCCC2)cc1
→ 0.8, -1, 1.2, 94*, 36, 93*, -1.8, 0.1, 0.1
CC1Cn2c(nnc2-c2ccc(F)cc2)S1 (centres undefined)
→ 1.2, -5, 1.1, -23, -29, -19, x, 1.2, 1.2
Cc1nc(SCC(=O)Nc2ccc(F)cc2)c(C#N)c(C)c1CC(=O)c1ccc(Br)cc1
→ 0.9, -6, x, 5, 1, -8, 0.73, 1.1, 0.9
COC(=O)Nc1c(-c2ccccc2)nc2ccccn12
→ 0.9, 0, 1.1, 6, -6, -12, -0.05, 1.1, 0.9
Cc1nc(SCC(=O)N2CCC(C(N)=O)CC2)n[nH]1
→ 0.9, 3, 1.1, -1, -36, 13, 0.59, 0.9, 1
COc1cc2c(cc1OC)CN(C(=O)C(C)(C)C)CC2
→ 1.2, -6, x, 2, -7, 40, 0.4, 0.6, 1
CCN1CCCC1CNC(=O)c1ccc2c(=O)n(CCOC)c(=O)[nH]c2c1 (centres undefined)
→ 1.1, -3, 1, 18, 18, 5, 0.14, 1, 0.8
Cc1cccc(OCC2=N/C(=C\N(C)C)C(=O)O2)c1
→ 1.5, -1, 1.3, 17, -8, 67*, 1.3, 0.3, 0.8
Clc1cccc(Oc2cnc3ccccc3n2)c1
→ 1, 4, x, 48, -8, 25, 1, 0.8, 0.5
Cc1cccc(-c2nc(CSCC(=O)N3CCN(Cc4ccc5c(c4)OCO5)CC3)c(C)o2)c1
→ 1.4, -5, 0.9, 16, 81*, 70*, 1.6, 0.3, 0.8
CCOC(=O)CCCCC(=O)c1[nH]c(=O)[nH]c1CSc1nc(C)cc(C)n1
→ 2*, -5, 1.1, 27, 3, 13, -0.31, 0.9, 0.7
CCOC(=O)CNC(=O)c1cn(CC)c(=O)c2cc(OC)c(OC)cc12
→ 0.9, 0, 1, -5, -2, -5, -0.32, 1, 1
Cc1ccc(C(=O)NNC(=O)C2CCN(Cc3ccc(Cl)c(Cl)c3)CC2)cc1
→ 1.1, -8, x, -3, -5, -3, -0.38, 1, 1
O=S1(=O)c2ccccc2N=NN1Cc1ccc(Cl)c(Cl)c1
→ 0.9, -14, x, 19, 60, 37, x, 0.6, 0.8
C=CCN1CCN(C(CC(C)C)c2nnnn2CCOC)CC1 (centres undefined)
→ 0.9, -2, 0.9, 10, -2, 22, 0.79, 0.8, 0.9
Cc1ccc(CNC(=O)c2cnc(-c3ccccn3)nc2C(F)(F)F)cc1
→ 1.6, -2, 1.1, 44, 9, 18, 1.3, 0.8, 0.6
Cc1ccnc(N2C(=O)c3ccccc3C2O)c1 (centres undefined)
→ 0.9, -4, x, 14, 0, 50*, x, 0.5, 0.9
COc1ccc(N2CCN(C(c3nnnn3CCc3ccccc3)C(C)C)CC2)cc1 (centres undefined)
→ 0.9, 1, 1, 20, -10, 15, -0.83, 0.8, 0.8
O=C1Nc2cc(Cl)c(Cl)cc2N(O)N1c1cccc(Cl)c1
→ 1.1, x, 1.2, 52*, x, -10, 0.17, 1.1, 0.5
Cc1cc([N+](=O)[O-])ccc1NCc1ccccc1
→ 0.5, x, x, 52*, x, 87*, -1.2, 0.1, 0.5
CC1(C)CC(=O)C(C=NCC2CCNCC2)=C(O)C1
→ 0.9, -4, 0.9, -12, -8, -4, -0.2, 1, 1.1
Cc1oc(C(=O)O)cc1COc1ccc2c(C)cc(=O)oc2c1
→ 1.1, 0, 1.3, -6, 0, -8, 0.07, 1.1, 1.1
CCOC(=O)N1CCN(c2ccc(Cl)c(Cl)c2)CC1
→ 1.2, 0, 1.1, 28, -26, 15, -0.16, 0.8, 0.7
CCOC(=O)c1cnc(-n2nc(C)cc2C)nc1Nc1ccc(OC)cc1
→ 1, -6, x, 0, -8, 0, -1, 1, 1
C=CCn1c(SCCCc2ccccc2)nc2c1c(=O)[nH]c(=O)n2C
→ 1.3, -3, 1.1, 63*, 15, 76*, x, 0.2, 0.4

Single records, as listed above.
Record of COc1ccc(N2C(=O)CC(N3CCC(O)(c4ccc(Cl)cc4)CC3)C2=O)cc1 (centres undefined) : PLAP activator = 1.3; Mac1 fbg enh = 2; MT1-MMP txn act = 1; CYP2C9 inhib = -21; CD11b adhes inh = -14; CYP2C19 inh = -4; PTK2B oligo ant = -0.04; CYP2C19 act = 1; CYP2C9 activ = 1.2
Record of O=C(N/N=C/c1ccncc1)/C(=C/c1ccccc1)NC(=O)c1ccccc1 : PLAP activator = 1.4; Mac1 fbg enh = -2; MT1-MMP txn act = x; CYP2C9 inhib = 79*; CD11b adhes inh = -50; CYP2C19 inh = 51*; PTK2B oligo ant = 0; CYP2C19 act = 0.5; CYP2C9 activ = 0.2

Source: PubChem BioAssay
